# IDE exosite FP: exo-site inhibitors of human IDE, primary screen, biochemical, fluorescence anisotropy, probe displacement; AID 1259349, 2017; 17,000 tested, 6.3% active; purified IDE, FL-6b probe fluorescence polarization; hits give low values; Insulin-degrading enzyme (Homo sapiens), P14735; z-score at 20 µM;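 active = z-score of -3 or lower, meaning strong loss of probe binding signal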;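 note: His-tagged human IDE residues 42-1019 made in E. coli with 30 nM FL-6b probe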
# Target sequence (P14735 42-1019 limits assumed): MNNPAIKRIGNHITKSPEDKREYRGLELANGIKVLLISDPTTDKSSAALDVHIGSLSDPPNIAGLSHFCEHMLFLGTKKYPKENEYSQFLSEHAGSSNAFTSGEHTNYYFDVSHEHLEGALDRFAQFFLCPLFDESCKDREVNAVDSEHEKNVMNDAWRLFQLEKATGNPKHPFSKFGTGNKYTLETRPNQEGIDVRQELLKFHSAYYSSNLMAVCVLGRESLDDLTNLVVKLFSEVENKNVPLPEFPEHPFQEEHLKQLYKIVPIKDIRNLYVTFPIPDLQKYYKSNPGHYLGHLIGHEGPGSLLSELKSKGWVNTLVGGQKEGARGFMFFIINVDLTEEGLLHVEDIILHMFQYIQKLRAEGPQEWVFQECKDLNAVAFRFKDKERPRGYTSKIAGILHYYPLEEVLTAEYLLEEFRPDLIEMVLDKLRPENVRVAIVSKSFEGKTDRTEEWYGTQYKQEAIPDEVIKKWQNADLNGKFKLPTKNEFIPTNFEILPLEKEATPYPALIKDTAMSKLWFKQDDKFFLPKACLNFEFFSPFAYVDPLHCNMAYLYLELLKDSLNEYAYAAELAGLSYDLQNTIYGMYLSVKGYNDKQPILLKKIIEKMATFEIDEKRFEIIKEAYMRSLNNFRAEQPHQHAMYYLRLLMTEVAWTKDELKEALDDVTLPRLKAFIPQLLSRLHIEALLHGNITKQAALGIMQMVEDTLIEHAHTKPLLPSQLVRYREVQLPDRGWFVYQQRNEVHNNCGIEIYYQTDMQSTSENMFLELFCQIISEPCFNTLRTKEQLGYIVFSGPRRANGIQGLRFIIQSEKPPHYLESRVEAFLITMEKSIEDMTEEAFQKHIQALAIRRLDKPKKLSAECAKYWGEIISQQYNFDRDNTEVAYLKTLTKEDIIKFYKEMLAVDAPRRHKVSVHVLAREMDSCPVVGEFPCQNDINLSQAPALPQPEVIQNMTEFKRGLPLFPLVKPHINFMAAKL
# * hit, by the source's call; & = joins results of further samples.
Structure	IDE exosite FP
CC=Cc1ccc2n(c1=O)C[C@H]1[C@H](CO)[C@@H](C(=O)NCc3ccccc3Cl)N(S(C)(=O)=O)[C@@H]21 (mixture of isomers)	0.42
O=S(=O)(c1ccc(F)cc1)N1CCCCN2[C@H](CO)[C@H](c3ccc(-c4cncnc4)cc3)[C@@H]2C1	-0.41
O=C(c1cccc(F)c1)N1CC(=O)N2[C@H](CO)[C@H](c3ccc(C#Cc4ccc(F)cc4)cc3)[C@@H]2C1	2.8
CC(=O)N1CCCCN2[C@@H](CO)[C@@H](c3ccc(Br)cc3)[C@@H]2C1	0.89
C[C@H](CO)N1C[C@H](C)[C@H](CN(C)S(=O)(=O)c2cccc(F)c2)Oc2ncc(C#CC3(O)CCCC3)cc2C1=O	-0.48
CCCC#Cc1ccc([C@H]2[C@@H](CO)N3C(=O)CN(S(=O)(=O)c4ccccc4C)C[C@H]23)cc1	-1.7
N#C[C@H]1[C@@H](c2ccc(-c3ccncc3)cc2)[C@@H](CO)N1C(=O)C1CCCC1	0.94
COc1cccc(S(=O)(=O)N2CCCCN3[C@@H](CO)[C@H](c4ccc(-c5ccccc5)cc4)[C@@H]3C2)c1	2.5
O=C(c1cnccn1)N1CC(=O)N2[C@H](CO)[C@@H](c3ccc(/C=C/c4ccccc4)cc3)[C@H]2C1	-6.5*
C[C@H](NC(=O)C[C@H]1CC[C@H]2[C@@H](COC[C@@H](O)CN2C(=O)Nc2cccc(Cl)c2)O1)c1ccccc1	1.3
COc1ccc(S(=O)(=O)N2CCCCN3[C@H](CO)[C@@H](c4ccc(C#CCC(C)C)cc4)[C@H]3C2)cc1	2.6
COc1ccccc1-c1ccccc1[C@H]1[C@@H](CO)N(C(=O)C2CCOCC2)[C@H]1C#N	-0.85
O=C(Nc1ccc(F)cc1)N1CCCCN2[C@H](C1)[C@H](c1ccc(C#CC3CC3)cc1)[C@@H]2CO	3.3
CC(C)CC#Cc1ccc([C@@H]2[C@H]3CN(C(=O)CN4CCOCC4)CC(=O)N3[C@H]2CO)cc1	4.6
CCN(C[C@@H]1[C@@H](c2ccc(-c3ccccc3)cc2)[C@H](CO)N1C(C)=O)C(C)=O	0.43
COc1ccccc1NC(=O)N1CC(=O)N2[C@H](CO)[C@H](c3ccc(C#Cc4ccccc4)cc3)[C@H]2C1	-2.7
CC(C)CC#Cc1ccc([C@H]2[C@@H](CO)N3C(=O)CN(C(=O)Nc4cc(F)ccc4F)C[C@H]23)cc1	1
CC(C)CC#Cc1ccc([C@H]2[C@@H](CO)N3C(=O)CN(C(=O)Nc4ccc(F)cc4)C[C@@H]23)cc1	3.4
CCCC#Cc1ccc([C@H]2[C@@H](CO)N3C(=O)CN(C(=O)Nc4cccc(F)c4)C[C@H]23)cc1	0.01
N#C[C@H]1[C@@H](c2ccccc2)[C@H](CO)N1C(=O)c1ccc2c(c1)OCO2	-0.035
CC(=O)NC[C@H]1[C@@H](c2ccc(-c3cccc(F)c3)cc2)[C@@H](CO)N1C(C)=O	2.1
C[C@@H]1C(=O)N[C@@H](c2ccc3c(c2)OCO3)CC=CC[C@H](C)Oc2ccccc2C(=O)N1C (mixture of isomers)	1.6
CS(=O)(=O)N1CC(=O)N2[C@H](CO)[C@@H](c3ccc(C#Cc4cccc(F)c4)cc3)[C@@H]2C1	1.5
N#C[C@@H]1N[C@H](CO)[C@H]1c1ccccc1	3.2

# Filtered by structure, those above containing a cyano group (4)
Structure	IDE exosite FP
N#C[C@H]1[C@@H](c2ccc(-c3ccncc3)cc2)[C@@H](CO)N1C(=O)C1CCCC1	0.94
COc1ccccc1-c1ccccc1[C@H]1[C@@H](CO)N(C(=O)C2CCOCC2)[C@H]1C#N	-0.85
N#C[C@H]1[C@@H](c2ccccc2)[C@H](CO)N1C(=O)c1ccc2c(c1)OCO2	-0.035
N#C[C@@H]1N[C@H](CO)[C@H]1c1ccccc1	3.2

# Remaining list, next part.
Structure	IDE exosite FP
COc1ccc(S(=O)(=O)Nc2ccc3c(c2)C(=O)N([C@H](C)CO)C[C@@H](C)[C@H](CN(C)S(=O)(=O)c2ccc(Cl)cc2)OCCCC[C@H](C)O3)cc1	0.67
CCS(=O)(=O)Nc1ccc2c(c1)C(=O)N(C)[C@@H]1CC[C@@H](CC(=O)N3CCN(C)CC3)O[C@H]1CO2	0.27
COCC(=O)N1CC(=O)N2[C@H](CO)[C@H](c3ccc(Br)cc3)[C@@H]2C1	2.5
COc1cccc(-c2ccc([C@H]3[C@@H](CO)N4CCCCN(S(=O)(=O)c5cccs5)C[C@@H]34)cc2)c1	2
CCCC#Cc1ccc([C@@H]2[C@H]3CN(S(=O)(=O)c4ccccc4F)CCCCN3[C@H]2CO)cc1	1.1
COc1cccc(-c2ccc([C@H]3[C@@H](CO)N(C(=O)Cc4ccncc4)[C@H]3C#N)cc2)c1	-4.8*
COc1ccc2c3c(n(C)c2c1)[C@H](CO)N(C(=O)Nc1ccc(F)cc1)CC31CCN(C(=O)Nc2ccc(F)cc2F)CC1	0.72
Cc1ccccc1-c1ccc([C@H]2[C@H]3CN(C(=O)Nc4ccccc4)CCCCN3[C@H]2CO)cc1	0.8
O=C(NC[C@@H]1N[C@@H](CO)[C@@H]1c1ccc(C2=CCCC2)cc1)c1ccccc1	4.6
O=C(CC(F)(F)F)N1C[C@@H]2[C@H](c3ccccc31)[C@@H](CO)N2C(=O)C1CCCCC1	1.6
Cc1noc(C)c1S(=O)(=O)Nc1ccc2c(c1)C(=O)N([C@H](C)CO)C[C@H](C)[C@@H](CN(C)C(=O)Nc1cccc3ccccc13)OCCCC[C@@H](C)O2	0.39
Cc1cccc(-c2ccc([C@@H]3[C@@H](CO)N4CCCCN(S(=O)(=O)c5cccc(C)c5)C[C@H]34)cc2)c1	3.6
Cc1noc(C)c1S(=O)(=O)N(C)C[C@H]1OCc2ccccc2-c2ccccc2C(=O)N([C@@H](C)CO)C[C@H]1C	-0.8
C[C@H](CO)N1C[C@H](C)[C@H](CN(C)S(C)(=O)=O)OCCCC[C@H](C)Oc2ccc(NC(=O)NC3CCCCC3)cc2C1=O	0.17
N#Cc1cccc(-c2ccc([C@H]3[C@H]4CN(C(=O)Nc5cccc(F)c5)CCCCN4[C@H]3CO)cc2)c1	5.4
O=S(=O)(Cc1ccccc1)N1CCCCN2[C@H](CO)[C@H](c3ccc(-c4ccncc4)cc3)[C@@H]2C1	1.9
C/C=C/c1ccc([C@H]2[C@H]3CN(C(=O)c4cnccn4)CC(=O)N3[C@H]2CO)cc1	3
CO[C@@H](CN(C)Cc1ccc(-c2ccccn2)cc1)[C@@H](C)CN(C(=O)Nc1ccc(F)cc1)[C@H](C)CO	0.12
CCS(=O)(=O)N1CC(=O)N2[C@H](CO)[C@H](c3ccc(C4=CCCCC4)cc3)[C@@H]2C1	2.1
CN1CCN(C(=O)C[C@@H]2CC[C@H]3[C@@H](COC[C@@H](O)CN3C(=O)c3ccccc3F)O2)CC1	0.61
CN(C)CC#Cc1ccc([C@@H]2[C@H](CO)N3CCCCN(S(=O)(=O)c4ccccc4)C[C@@H]23)cc1	0.18
O=C(NC1CCCC1)N1CCCCN2[C@H](CO)[C@H](c3ccc(-c4cccnc4)cc3)[C@H]2C1	-0.6
CN1C(=O)c2cc(NS(=O)(=O)c3cccc(F)c3)ccc2OC[C@H]2O[C@@H](CC(=O)N3CCc4ccccc4C3)CC[C@@H]21	0.27
COc1ccccc1-c1ccc([C@@H]2[C@H](CO)N(CC3CC3)C23CN(S(C)(=O)=O)C3)cc1	0.73
COc1ccc2c3c([nH]c2c1)[C@H](CO)N(C(=O)CN(C)C)CC31CN(CC2CC2)C1	-0.52
Cc1cccc(S(=O)(=O)N2CCCCN3[C@@H](CO)[C@@H](c4ccc(C#CC5CC5)cc4)[C@@H]3C2)c1	4.7
O=C(Nc1ccccc1)N1CCCCN2[C@H](CO)[C@@H](c3ccc(C#CC4CC4)cc3)[C@@H]2C1	1.6
COCC(=O)Nc1ccc2c(c1)OC[C@@H](C)N(C(=O)Nc1ccccc1F)C[C@@H](C)[C@H](OC)CN(C)C2=O	-1.3
C[C@@H]1CCCCO[C@@H](CN(C)Cc2ccc(Cl)c(Cl)c2)[C@@H](C)CN([C@H](C)CO)C(=O)c2cc(NC(=O)c3ccncc3)ccc2O1	0.11
COc1ccc(C(=O)Nc2ccc3c(c2)C(=O)N(C)[C@H]2CC[C@H](CC(=O)NCC4CC4)O[C@H]2CO3)cc1	-3.6*
N#Cc1ccc(-c2ccc(C3[C@@H]4CN(Cc5ccccc5F)C[C@H]3N4)cc2)cc1 (some centres not stated)	-0.064&0.044
C[C@@H]1CN([C@H](C)CO)C(=O)CCCn2cc(nn2)CO[C@@H]1CN(C)C(=O)NC1CCCCC1	-2
C[C@H](NC(=O)C[C@H]1C=C[C@H](NC(=O)c2cccnc2)[C@@H](CO)O1)c1ccccc1	-0.41
C/C=C/c1ccc([C@H]2[C@H]3CN(C(=O)Cc4cccnc4)CC(=O)N3[C@H]2CO)cc1	-0.49
CCC(=O)NC[C@@H]1[C@H](c2ccc(C3=CCCC3)cc2)[C@@H](CO)N1C(=O)C1CC1	3
C[C@@H]1CN([C@@H](C)CO)C(=O)c2cc(NC(=O)Cc3ccccc3)ccc2O[C@@H](C)CCCCO[C@H]1CN(C)Cc1ccncc1	2.2
C[C@@H](O)C#Cc1ccc([C@@H]2[C@H]3CN(C(=O)c4cccc(F)c4)CCCCN3[C@H]2CO)cc1	0.25
COc1ccc2c3c(n(C)c2c1)[C@@H](CO)N(C(=O)C1CC1)CC31CN(Cc2ccccc2OC)C1	-0.64
COc1ccc(CNC(=O)c2cc3c(c(-c4cccc(-c5ccc(C#N)cc5)c4)n2)[C@@H](CCO)N([S@](=O)C(C)(C)C)C3)cc1	0.87
C/C=C/c1ccc([C@H]2[C@@H](CO)N(C(=O)CC)[C@@H]2CN(C(=O)C2CC2)C(C)C)cc1	0.041
COCC(=O)N1CC(=O)N2[C@H](C1)[C@H](c1ccc(-c3cccnc3)cc1)[C@@H]2CO	3.1
CC(C)CC#Cc1ccc([C@@H]2[C@@H](CO)N3C(=O)CN(C(=O)Nc4ccc(F)cc4)C[C@@H]23)cc1	0.64
O=C(C[C@@H]1CC[C@@H](NC(=O)C2CCOCC2)[C@@H](CO)O1)NCC1CCCCC1	2.1
COc1ccc(C#Cc2ccc([C@@H]3[C@H](CO)N4CCCCN(C(=O)c5ccncc5)C[C@@H]34)cc2)cc1	0.45
O=C(C[C@H]1CC[C@@H]2NC[C@@H](O)COC[C@H]2O1)NCc1ccc2c(c1)OCO2	1
O=C(NC[C@H]1N[C@H](CO)[C@@H]1c1ccc(-c2cncnc2)cc1)c1ccccc1F	2.2
O=C1CN(S(=O)(=O)Cc2ccccc2)C[C@H]2[C@H](c3ccc(C#Cc4ccccc4)cc3)[C@@H](CO)N12	0.58
O=C1CN(S(=O)(=O)c2ccccc2)C[C@H]2[C@H](c3ccc(C#CCc4ccccc4)cc3)[C@H](CO)N12	-2.3

# Four entries picked at random from those above:
Structure	IDE exosite FP
COc1ccc(CNC(=O)c2cc3c(c(-c4cccc(-c5ccc(C#N)cc5)c4)n2)[C@@H](CCO)N([S@](=O)C(C)(C)C)C3)cc1	0.87
CC(C)CC#Cc1ccc([C@@H]2[C@@H](CO)N3C(=O)CN(C(=O)Nc4ccc(F)cc4)C[C@@H]23)cc1	0.64
COc1ccc2c3c(n(C)c2c1)[C@@H](CO)N(C(=O)C1CC1)CC31CN(Cc2ccccc2OC)C1	-0.64
O=C1CN(S(=O)(=O)Cc2ccccc2)C[C@H]2[C@H](c3ccc(C#Cc4ccccc4)cc3)[C@@H](CO)N12	0.58

# (listing goes on)
Structure	IDE exosite FP
CN1C(=O)c2cc(NC(=O)c3ccc(C(F)(F)F)cc3)ccc2OC[C@@H]2O[C@@H](CC(=O)NCc3ccc4c(c3)OCO4)CC[C@H]21	-0.32
C[C@@H]1CC(=O)NCC/C=C\C[C@@H](c2ccc3c(c2)OCO3)NC1=O	-0.88
COC(=O)C[C@@H]1C[C@@H]2c3cc(NC(=O)C4CCOCC4)ccc3O[C@@H]2[C@H](CO)O1	-0.12
CN(C)CC(=O)N1CC2(C1)[C@H](c1ccccc1)[C@@H](CO)N2S(C)(=O)=O	1.2
O=C(C[C@@H]1CC[C@@H](NS(=O)(=O)c2ccccc2F)[C@@H](CO)O1)NCCCN1CCOCC1	0.2
COCC(=O)N1CCCCN2[C@H](C1)[C@H](c1ccc(C#Cc3cccnc3)cc1)[C@@H]2CO	0.39
CC(C)[C@@H]1CC=CC[C@H](C)Oc2ccccc2C(=O)N(C)[C@H](C(C)C)C(=O)N1 (mixture of isomers)	-0.075
COCC#Cc1ccc([C@H]2[C@H](CO)N3CCCCN(S(=O)(=O)c4ccccc4F)C[C@@H]23)cc1	1.1
N#C[C@H]1[C@@H](c2ccccc2C2=CCCC2)[C@@H](CO)N1C(=O)Cc1ccncc1	0.66
Cc1ccc(OC(=O)N(C)C[C@@H]2OCc3ccccc3-c3ccccc3C(=O)N([C@H](C)CO)C[C@H]2C)cc1	0.9
CO[C@@H]1CN(C)C(=O)c2cc(NC(=O)Nc3c(C)noc3C)ccc2OC[C@@H](C)NC[C@@H]1C	-0.55
N#C[C@H]1[C@H](c2ccccc2C2=CCCCC2)[C@H](CO)N1C(=O)CN1CCOCC1	-0.56
COc1cccc(CN2CCCCN3[C@H](C2)[C@@H](c2ccc(-c4cccnc4)cc2)[C@@H]3CO)c1	1.3
CO[C@@H](CN(C)Cc1ccc2c(c1)OCO2)[C@H](C)CN(C(=O)c1ccccc1)[C@H](C)CO	0.15
CCC(=O)N1CC(=O)N2[C@H](CO)[C@H](c3ccc(-c4cccnc4)cc3)[C@@H]2C1	-1.1
CC(=O)NC[C@H]1[C@@H](c2ccc(-c3ccccc3)cc2)[C@@H](CO)N1C(=O)C1CC1	1.6

# Assay outcomes deposited in PubChem by Broad Institute.

# Some of the compounds tested. The share of hits here may be higher or lower than overall.
